USP7 block: inhibitors of human USP7 deubiquitinase. Ubiquitin carboxyl-terminal hydrolase 7 (Homo sapiens), Q93009. AID 1645854, 2021. 47,000 tested, 0.3% active. purified USP7, Ub-rhodamine cleavage fluorescence. inhibition, % at 20 µM
USP8 inh: inhibitors of human USP8 deubiquitinase. purified USP8, Ub-rhodamine cleavage fluorescence, 30 min. 47,000 tested, 4.2% active. inhibition, % at 20 µM. AID 1645853, 2021
UCHL1 inh: inhibitors of human UCHL1 deubiquitinase. Ubiquitin carboxyl-terminal hydrolase isozyme L1 (Homo sapiens), P09936. purified UCHL1, Ub-rhodamine cleavage fluorescence. inhibition, % at 20 µM. 47,000 tested, 0.2% active. AID 1645859, 2021
Target sequence (P09936 whole entry, looked up): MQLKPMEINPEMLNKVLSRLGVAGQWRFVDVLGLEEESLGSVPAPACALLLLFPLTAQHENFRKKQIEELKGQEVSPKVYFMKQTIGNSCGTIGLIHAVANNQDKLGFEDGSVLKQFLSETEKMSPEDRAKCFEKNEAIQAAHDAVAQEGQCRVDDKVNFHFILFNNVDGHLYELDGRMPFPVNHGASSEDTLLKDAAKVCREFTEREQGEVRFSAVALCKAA
USP30 block: inhibitors of human USP30 deubiquitinase; Ubiquitin carboxyl-terminal hydrolase 30 (Homo sapiens), Q70CQ3; purified USP30, Ub-rhodamine cleavage fluorescence; inhibition, % at 25 µM; 47,000 tested, 5.3% active
Target sequence (Q70CQ3 whole entry, looked up): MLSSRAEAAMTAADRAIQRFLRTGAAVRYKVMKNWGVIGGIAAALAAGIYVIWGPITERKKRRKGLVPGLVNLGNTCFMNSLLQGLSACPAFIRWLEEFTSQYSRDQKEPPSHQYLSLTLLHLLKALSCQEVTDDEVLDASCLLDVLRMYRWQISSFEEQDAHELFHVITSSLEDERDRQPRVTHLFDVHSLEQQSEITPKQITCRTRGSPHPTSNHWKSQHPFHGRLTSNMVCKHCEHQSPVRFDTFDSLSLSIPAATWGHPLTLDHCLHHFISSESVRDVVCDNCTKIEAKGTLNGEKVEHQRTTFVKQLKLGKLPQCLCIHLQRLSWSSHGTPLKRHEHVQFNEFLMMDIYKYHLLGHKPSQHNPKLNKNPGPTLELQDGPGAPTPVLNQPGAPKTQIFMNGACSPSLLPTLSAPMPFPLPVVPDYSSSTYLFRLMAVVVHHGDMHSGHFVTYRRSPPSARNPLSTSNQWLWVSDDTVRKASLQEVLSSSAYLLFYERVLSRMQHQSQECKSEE
OTUD3 block: inhibitors of human OTUD3 deubiquitinase. OTU domain-containing protein 3 (Homo sapiens), Q5T2D3. purified OTUD3, Ub-rhodamine fluorescence, 2 h. inhibition, % at 25 µM. 47,000 tested, 0.7% active
USP28 block: inhibitors of human USP28 deubiquitinase; inhibition, % at 25 µM; AID 1645857, 2021; purified USP28, Ub-rhodamine cleavage fluorescence, 30 min; 47,000 tested, 3% active; Ubiquitin carboxyl-terminal hydrolase 28 (Homo sapiens), Q96RU2
USP10 inh: inhibitors of human USP10 deubiquitinase; Ubiquitin carboxyl-terminal hydrolase 10 (Homo sapiens), Q14694; purified USP10, Ub-rhodamine fluorescence, 60 min; inhibition, % at 20 µM; 47,000 tested, 1.1% active
USP17 block: inhibitors of human USP17 deubiquitinase. Ubiquitin carboxyl-terminal hydrolase 17-like protein 5 (Homo sapiens), A8MUK1. purified USP17, Ub-rhodamine cleavage fluorescence, 3 h. inhibition, % at 50 µM. 47,000 tested, 6.5% active
An asterisk follows results filed as active. Cut-off read from the data, not from the text of the source: active = inhibition above about 30%; inactive = the rest. Not a hit list; 14% or so of the library scored in one or more.

Screening Cc1ccc(-c2cc(C(F)F)n3ncc(C(=O)N(C)Cc4cnn(C)c4)c3n2)cc1 returned USP7 block -2, USP8 inh 1, UCHL1 inh 0, USP30 block 7, OTUD3 block 0, USP28 block -2, USP10 inh 0 and USP17 block -5.
Screening O=C1NCc2ccccc2CC12CCN(Cc1ccnc3ccccc13)CC2 returned USP7 block 7, USP8 inh 4, UCHL1 inh 3, USP30 block -7, OTUD3 block -3, USP28 block 0, USP10 inh 1 and USP17 block -16.
O=C(NCC(c1ccco1)N1CCCCC1)c1ccccc1Cl (stereo not drawn) was read as USP7 block 1, USP8 inh 19, UCHL1 inh 0, USP30 block -6, OTUD3 block 11, USP28 block 6, USP10 inh -4 and USP17 block 0.
`O=C(CSc1ncccc1C(=O)Nc1ccnn1Cc1ccncc1)Nc1ccc2c(c1)OCO2` gave USP7 block 0, USP8 inh -26, UCHL1 inh -3, USP30 block -35, OTUD3 block -14, USP28 block -3, USP10 inh -1 and USP17 block 14.
COc1ccc(-c2cc(C(F)(F)F)nc(-n3ccc([N+](=O)[O-])n3)n2)cc1 was read as USP7 block 5, USP8 inh -27, UCHL1 inh 1, USP30 block 0, OTUD3 block 1, USP28 block 3, USP10 inh 1 and USP17 block -7.
CC1=CN2C(=N)/C(=C/c3cn(Cc4ccccc4C)c4ccccc34)C(=O)N=C2S1 was read as USP7 block -134, USP8 inh -70, UCHL1 inh -57, USP30 block inactive, OTUD3 block -165, USP28 block -128, USP10 inh -7 and USP17 block -125.
Cn1nccc1-c1cccc(-c2noc(CNC(=O)c3ccco3)n2)c1 was read as USP7 block -2, USP8 inh -9, UCHL1 inh -4, USP30 block -26, OTUD3 block -7, USP28 block 18, USP10 inh 1 and USP17 block -20.
COc1ccccc1CCNC(=O)Cc1cc(-c2ccc(F)cc2F)on1 was read as USP7 block 2, USP8 inh 22, UCHL1 inh -1, USP30 block -73, OTUD3 block 2, USP28 block -2, USP10 inh -13 and USP17 block -23.
`Cc1ccc(CN=C(NCC(=O)O)Nc2ccccc2)cc1` gave USP7 block 6, USP8 inh 4, UCHL1 inh 2, USP30 block -36, OTUD3 block 18, USP28 block 10, USP10 inh 2 and USP17 block 14.
Screening O=C(Nc1ccc(OC(F)(F)F)cc1)Nc1ccc2ccccc2n1 returned USP7 block 7, USP8 inh 21, UCHL1 inh 0, USP30 block 14, OTUD3 block 24, USP28 block 10, USP10 inh 0 and USP17 block 18.
Screening O=C(NCc1cccc(Br)c1)c1ccc(-c2cccnc2)nc1 returned USP7 block 1, USP8 inh 1, UCHL1 inh 5, USP30 block 0, OTUD3 block 4, USP28 block 3, USP10 inh 0 and USP17 block 0.
O=C(c1cc(-c2ccncc2)n[nH]1)N1CCN(c2ccc(F)cc2)CC1 was read as USP7 block -2, USP8 inh -15, UCHL1 inh -1, USP30 block -8, OTUD3 block -2, USP28 block 1, USP10 inh 2 and USP17 block -5.
For CC(OC(=O)c1cccc2ccccc12)C(=O)Nc1ccc(Cl)cn1 (stereo not drawn) the results were USP7 block 6, USP8 inh -16, UCHL1 inh 3, USP30 block 7, OTUD3 block 12, USP28 block 16, USP10 inh 5 and USP17 block -3.
Screening CNc1nc2c(c(=O)n1C)CN(C(=O)c1ccc3ccccc3c1)CC2 returned USP7 block 1, USP8 inh 12, UCHL1 inh -3, USP30 block 7, OTUD3 block 0, USP28 block 2, USP10 inh -3 and USP17 block -2.
For CCOc1ccc2nc(C(=O)N3CCN(c4ccccn4)CC3)cn2n1 the results were USP7 block 1, USP8 inh 0, UCHL1 inh 0, USP30 block -4, OTUD3 block -3, USP28 block -6, USP10 inh 0 and USP17 block 4.
Cc1c(CC(=O)N2CCN(c3ccc(F)cc3)CC2)c(=O)oc2cc(O)ccc12 was read as USP7 block 0, USP8 inh 18, UCHL1 inh -2, USP30 block 6, OTUD3 block -7, USP28 block -5 and USP10 inh 0.
Screening CC(C)n1nnc2cc(S(=O)(=O)N3CCCC(C(=O)NCCc4ccco4)C3)ccc21 (stereo not drawn) returned USP7 block 8, USP8 inh 17, UCHL1 inh 3, USP30 block -30, OTUD3 block 4, USP28 block 7, USP10 inh -5 and USP17 block 42*.
`Cc1nn(-c2ccc(F)cc2)c(C)c1S(=O)(=O)N1CCC(C(=O)NC2CC2)CC1` gave USP7 block 4, USP8 inh 12, UCHL1 inh 2, USP30 block 21, OTUD3 block 15, USP28 block 1, USP10 inh 0 and USP17 block 7.
For Cc1cc(OCC(=O)NC2CCCCCC2)c(C(C)C)cc1Cl the results were USP7 block -4, USP8 inh 8, UCHL1 inh 4, USP30 block 25, OTUD3 block 19, USP28 block 9, USP10 inh 12 and USP17 block 11.
For O=C(CN1CCCc2ccccc21)Nc1ccc(N2CCOCC2)cc1 the results were USP7 block -7, USP8 inh -218, UCHL1 inh -5, USP30 block inactive, OTUD3 block -164, USP28 block -258, USP10 inh -5 and USP17 block -167.
Screening O=C(NCc1ccc(F)cc1F)c1c(O)c2cnn(-c3ccc(F)cc3)c2[nH]c1=O returned USP7 block -78, USP8 inh -192, UCHL1 inh -5, USP30 block inactive, OTUD3 block -171, USP28 block -229, USP10 inh -2 and USP17 block -131.
`Cc1nc2c(nnn2C[C@H]2CCCN2C(=O)c2ccc(F)cc2)c(=O)[nH]1` gave USP7 block -3, USP8 inh -1, UCHL1 inh -3, USP30 block -5, OTUD3 block -8, USP28 block -14, USP10 inh 0 and USP17 block 0.
For CC(=O)N1CCCc2cc(S(=O)(=O)CCC(=O)Nc3ccc(Br)c(C)c3)ccc21 the results were USP7 block -2, USP8 inh 8, UCHL1 inh 5, USP30 block -42, OTUD3 block 0, USP28 block 1, USP10 inh 1 and USP17 block -6.
`Cc1ccc(CS(=O)(=O)c2cn(CC(=O)N3CCCc4ccccc43)c3ccccc23)cc1` gave USP7 block 8, USP8 inh 22, UCHL1 inh 0, USP30 block -67, OTUD3 block -12, USP28 block -13, USP10 inh -6 and USP17 block -45.
Screening CC(=O)NC(Cc1cccc(C)c1)C(=O)NC1CCN(c2nc(C)cc(C)c2C#N)CC1 (stereo not drawn) returned USP7 block 5, USP8 inh -135, UCHL1 inh 0, USP30 block -2, OTUD3 block 6, USP28 block 7, USP10 inh -5 and USP17 block 0.
Screening Cc1nc(C(=O)NCc2ccc(N3CCCCC3)cc2)c(C)n1C1CCN(C)CC1 returned USP7 block -2, USP8 inh -23, UCHL1 inh -3, USP30 block 0, OTUD3 block -3, USP28 block -4, USP10 inh -1 and USP17 block -7.
For C[C@@H]1C[C@H](C)CN([C@H]2CS(=O)(=O)C[C@@H]2S(=O)(=O)c2ccc(Cl)cc2)C1 the results were USP7 block 0, USP8 inh 7, UCHL1 inh -1, USP30 block 9, OTUD3 block 7, USP28 block 4, USP10 inh 1 and USP17 block 2.
`O=C(O)C1CCCCN1Cc1c(-c2ccc3c(c2)OCO3)nc2ncccn12` (stereo not drawn) gave USP7 block 0, USP8 inh 0, UCHL1 inh -1, USP30 block -9, OTUD3 block -14, USP28 block -5, USP10 inh 1 and USP17 block -7.
COc1cccc(O[C@@H]2C[C@@H](NC(=O)c3ccnn3C)[C@H](N3CCCC3)[C@H]2O)c1 was read as USP7 block -1, USP8 inh 8, UCHL1 inh 1, USP30 block -19, OTUD3 block 2, USP28 block -4, USP10 inh -11 and USP17 block -14.
For Cn1c(SCC(=O)Nc2ccc(OC(F)(F)F)cc2)nnc1-c1ccco1 the results were USP7 block 7, USP8 inh -5, UCHL1 inh -4, USP30 block 24, OTUD3 block -1, USP28 block -5, USP10 inh 5 and USP17 block 17.
For O=C(NCCOc1ccccc1)C1CCCN1S(=O)(=O)c1ccccc1 (stereo not drawn) the results were USP7 block 0, USP8 inh -17, UCHL1 inh 0, USP30 block -7, OTUD3 block 0, USP28 block -3, USP10 inh 0 and USP17 block -5.
`CC(=O)N1CCN(S(=O)(=O)Cc2ccccc2)CC2(CNC(=O)C2)C1` (stereo not drawn) gave USP7 block 3, USP8 inh -84, UCHL1 inh 0, USP30 block 12, OTUD3 block 7, USP28 block 7, USP10 inh -2 and USP17 block -8.
CN(C)S(=O)(=O)N1CCCC2(C1)Nc1ccccc1NC2=NC(C)(C)C (stereo not drawn) was read as USP7 block -54, USP8 inh -15, UCHL1 inh -6, USP30 block -234, OTUD3 block -34, USP28 block -50, USP10 inh -13 and USP17 block -32.
`CCc1ccccc1OCC(=O)Nc1ccc2nc(C)sc2c1` gave USP7 block 2, USP8 inh -11, UCHL1 inh 1, USP30 block -76, OTUD3 block -10, USP28 block -18 and USP10 inh -8.
`COCCC(=O)N1CCC(c2nc3ccccn3c2NC(C)(C)C)CC1` gave USP7 block 2, USP8 inh 14, UCHL1 inh 1, USP30 block 0, OTUD3 block 13, USP28 block 7, USP10 inh 0 and USP17 block 7.
`O=C(C1CCCCC1)N1C[C@@H]2CCN(c3ncccn3)C[C@@H]2C1` gave USP7 block -30, USP8 inh -84, UCHL1 inh -21, USP30 block -276, OTUD3 block -61, USP28 block -73, USP10 inh -7 and USP17 block -102.
For CCOc1ccc(N2CC(C(=O)N(Cc3ccccc3)c3nc4c(C)cccc4s3)CC2=O)cc1 (stereo not drawn) the results were USP7 block 7, USP8 inh 8, UCHL1 inh 3, USP30 block -2, OTUD3 block 0, USP28 block 17, USP10 inh 0 and USP17 block -6.
`CCn1c(=O)c2ccccc2n(CC(=O)N2CCN(C)c3nc4ccccc4nc32)c1=O` gave USP7 block 0, USP8 inh -11, UCHL1 inh -2, USP30 block -121, OTUD3 block -12, USP28 block -30, USP10 inh 0 and USP17 block -15.
Screening CCn1c(SCC(=O)N2CCc3ccccc32)nnc1-c1ccc(C)c(Cl)c1 returned USP7 block 5, USP8 inh -2, UCHL1 inh 1, USP30 block 21, OTUD3 block 8, USP28 block 8, USP10 inh -3 and USP17 block 33*.
Cc1ccc(-c2nc(Cn3cccc3C(=O)N3CCCC3)no2)cc1 was read as USP7 block -8, USP8 inh -6, UCHL1 inh 0, USP30 block 0, OTUD3 block -5, USP28 block -7, USP10 inh -1 and USP17 block -5.
`CC(=O)CCC(=O)Nc1ccc(-c2nnc3n2CCCCC3)cc1` gave USP7 block 3, USP8 inh -2, UCHL1 inh -1, USP30 block -2, OTUD3 block 1, USP28 block -8, USP10 inh 1 and USP17 block -10.
`Cc1nn(-c2nc3ccccc3n2C)c2c1C(c1ccsc1)CC(=O)N2` (stereo not drawn) gave USP7 block 4, USP8 inh -18, UCHL1 inh 2, USP30 block 7, OTUD3 block 3, USP28 block 1, USP10 inh 3 and USP17 block 2.
Screening Cc1sc(NC(=O)c2cccnc2)nc1-c1ccc2c(c1)NC(=O)CO2 returned USP7 block 4, USP8 inh 31*, UCHL1 inh 3, USP30 block 24, OTUD3 block 16, USP28 block 5, USP10 inh 3 and USP17 block 13.

3 records drawn at random from those above:
COc1cccc(O[C@@H]2C[C@@H](NC(=O)c3ccnn3C)[C@H](N3CCCC3)[C@H]2O)c1 was read as USP7 block -1, USP8 inh 8, UCHL1 inh 1, USP30 block -19, OTUD3 block 2, USP28 block -4, USP10 inh -11 and USP17 block -14.
For CC(=O)N1CCCc2cc(S(=O)(=O)CCC(=O)Nc3ccc(Br)c(C)c3)ccc21 the results were USP7 block -2, USP8 inh 8, UCHL1 inh 5, USP30 block -42, OTUD3 block 0, USP28 block 1, USP10 inh 1 and USP17 block -6.
Screening CC(C)n1nnc2cc(S(=O)(=O)N3CCCC(C(=O)NCCc4ccco4)C3)ccc21 (stereo not drawn) returned USP7 block 8, USP8 inh 17, UCHL1 inh 3, USP30 block -30, OTUD3 block 4, USP28 block 7, USP10 inh -5 and USP17 block 42*.

Compound activity deposited in PubChem BioAssay by Dana-Farber Cancer Institute and Novartis Institutes for BioMedical Research (Cambridge, Mass).
